# Screening results as filed in PubChem.
# OPRM1-OPRD1 ag = agonists of OPRM1-OPRD1 heterodimerization, primary screen, cell-based, luminescence; cells; activation, % at 9.3 µM; 340,000 compounds, 0.3% hits; in the data active = activation above about 18%;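 also: 0% = vehicle-treated cells and 100% = reference agonist; values of inactives mirror those of a sister screen read the other way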
# OPRM1-OPRD1 inv = inverse agonists of MOR-DOR heterodimerization, primary screen, cell-based, luminescence; Mu-type opioid receptor (Homo sapiens) + Delta-type opioid receptor (Homo sapiens), …; AID 504357, 2011; inhibition, % at 9.3 µM; cell-based MOR-DOR heterodimer luminescence, inverse agonism; 340,000 compounds, 0.21% hits; in the data active = inhibition above about 22%, passing the limit was not always enough;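 also: 0% = cells with DMSO and 100% = wells without cells with DMSO; values of inactives mirror those of a sister screen read the other way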
# PfHsp90 set2 = growth inhibition of PfHsp90-expressing yeast, primary screen, antimalarial PfHsp90 inhibitor project, S. cerevisiae, BacTiter-Glo luminescence, single point, set 2. BacTiter-Glo ATP, 48 h; yeast lacking PDR1 and PDR3 efflux regulators. inhibition, % at 9.4 µM. 310,000 compounds, 0.32% hits. AID 504621, 2011;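 active = every replicate shows inhibition above about 80%, whatever the replicate mean, limit read from the data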;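 also: 0% = DMSO neutral controls and 100% = 20 µM radicicol positive controls; yeast relying on Plasmodium falciparum Hsp90 in place of its own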
# HTR5A inv ag = HTR5A inverse agonists in luminescence cell assay, primary screen, counter-screen for OPRM1-OPRD1 heterodimer inverse agonist project, full-deck HTS. 5-hydroxytryptamine receptor 5A (Homo sapiens), P47898. HTR5A cell line, inverse agonism. inhibition, % at 9.3 µM. 340,000 compounds, 0.083% hits; in the data active = inhibition mostly above about 23%, no sharp cut-off; inactive = mostly below about 18%;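 also: 0% = cells with DMSO and 100% = no-cell wells with DMSO; some compounds called inactive have numbers as strong as hits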
# Target sequence (P47898 whole entry, looked up): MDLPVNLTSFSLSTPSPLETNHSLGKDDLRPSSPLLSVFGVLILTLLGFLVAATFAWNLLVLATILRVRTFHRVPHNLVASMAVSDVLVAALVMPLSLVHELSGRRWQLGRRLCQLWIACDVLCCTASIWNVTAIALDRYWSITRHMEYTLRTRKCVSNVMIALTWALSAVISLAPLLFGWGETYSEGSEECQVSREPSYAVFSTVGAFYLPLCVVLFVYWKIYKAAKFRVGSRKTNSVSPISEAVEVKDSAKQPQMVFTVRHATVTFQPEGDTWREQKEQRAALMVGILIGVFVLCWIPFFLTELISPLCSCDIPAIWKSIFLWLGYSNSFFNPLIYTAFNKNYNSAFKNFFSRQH
# Ecoli viability = E. coli V3065 growth inhibition, primary screen, counter-screen for AddAB inhibitor project, absorbance, OD600; 18 h; inhibition, % at 11.9 µM; 330,000 compounds, 0.27% hits;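 active = inhibition above the campaign's mean inhibition across all tested compounds plus 3 SD, cut at about 9.9% in these data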;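 also: uninfected addAB+ strain grown without phage in ampicillin broth; 0% = DMSO wells and 100% = ciprofloxacin 0.95 µg/ml wells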
# Tat export inh = E. coli Tat export inhibitors, primary screen, MC4100, TorA-mCherry reporter, fluorescence, single point; inhibition, % at 10 µM; AID 488895, 2010; 340,000 compounds, 0.036% hits;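 active = mean replicate inhibition at least 50% and at least half of replicates individually reaching 50%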;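 also: exported cargo escapes ClpAP degradation while cytoplasmic cargo is degraded and loses fluorescence; 0% = median of neutral control wells and 100% = median of NaSCN control wells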
# PKA-R2B act = activators of PKA-R2B holoenzyme, primary screen, biochemical, fluorescence polarization, Cy5-IP20, human; cAMP-dependent protein kinase catalytic subunit beta (Homo sapiens) + cAMP-dependent …; PKA-R2B holoenzyme dissociation; R2B truncated from residue 108, S112A mutant; 0% DMSO only, 100% 113 µM cGMP; activation, % at 11.4 µM; 340,000 compounds, 0.079% hits;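 active = activation above a cutoff set at the mean over all compounds plus 3 SD, cut at about 18% in these data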;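 also: higher means more holoenzyme dissociation and a rise in polarization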
# Target sequence (P31323 whole entry, looked up, other chains not shown, the tested form may be a part): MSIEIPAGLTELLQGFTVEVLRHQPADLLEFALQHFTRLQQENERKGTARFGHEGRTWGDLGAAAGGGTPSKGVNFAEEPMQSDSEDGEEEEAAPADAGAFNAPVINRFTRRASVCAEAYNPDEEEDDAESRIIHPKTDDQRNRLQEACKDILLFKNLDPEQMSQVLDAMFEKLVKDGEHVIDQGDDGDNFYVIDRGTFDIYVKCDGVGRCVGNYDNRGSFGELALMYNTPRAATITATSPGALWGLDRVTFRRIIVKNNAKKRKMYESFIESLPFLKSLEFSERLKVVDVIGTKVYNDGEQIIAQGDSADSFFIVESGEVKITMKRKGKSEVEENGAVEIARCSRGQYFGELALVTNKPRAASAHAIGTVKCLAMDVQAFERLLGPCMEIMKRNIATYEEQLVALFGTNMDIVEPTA
# Mot1-301 SUMO = yeast Mot1-301 growth rescue at high temperature, primary screen, SUMOylation pathway inhibitor project, S. cerevisiae, ATP luminescence, 38.5C; 320,000 compounds, 1% hits; growth rescue, % at 18.8 µM; AID 2716, 2010; S. cerevisiae Mot1-301 growth rescue; percent above DMSO median, 100 means doubled;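 active = every valid replicate shows activation above 250% relative to neutral control wells; inactive = the rest, any valid replicate at or below 250%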;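 also: OY570 slx delta 5 strain wells were the positive control but not used for scaling; some compounds called inactive have numbers as strong as hits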
# PKA-R1A act = activators of PKA-R1A holoenzyme, primary screen, biochemical, fluorescence polarization, Cy5-IP20, bovine R1A, mouse PKAc; activation, % at 11.4 µM; 340,000 compounds, 0.083% hits; AID 504707, 2011; cAMP-dependent protein kinase type I-alpha regulatory subunit (Bos taurus) + …; PKA-R1A dissociation; scaled: DMSO 0%, 113 µM cGMP 100%;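 active = percent activation above the mean of all tested compounds plus 3 SD, cut at about 19% in these data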;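 also: higher means more PKAc released from R1A so a rise in polarization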
# phage Ecoli inh = growth loss of phage-infected E. coli, primary screen, RecBCD inhibitor project, absorbance, with phage, HTS; 360,000 compounds, 0.26% hits; inhibition, % at 11.9 µM; in the data active = inhibition above about 11%
# AddAB inh = growth inhibition of E. coli expressing H. pylori AddAB, primary screen, AddAB inhibitor project, absorbance. AID 435030, 2010. inhibition, % at 11.9 µM. 330,000 compounds, 0.29% hits; in the data active = inhibition above about 12%;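 also: 0% = vehicle wells of infected cells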
# * marks the source's active call; other numbers are inactive results; · = no result given.
entry	Structure	OPRM1-OPRD1 ag	OPRM1-OPRD1 inv	PfHsp90 set2	HTR5A inv ag	Ecoli viability	Tat export inh
1	O=C(Cc1ccccc1)Nc1ccc(CN2CCOCC2)cc1	-1.2	7	19	-8	-0.7	1
2	COc1ccc(CNC(=O)CSc2nc(SC)ns2)cc1	-1.9	9	4	-34	-2.2	-3
3	CCc1ccc(NC(=S)NC2CC3CCC(C2)N3Cc2ccco2)cc1 (stereo not drawn)	3.1	-18	5	4	0.0	3
4	CCOC(=O)C1=C(O)/C(=C/c2ccc(OCC(=O)O)c(OC)c2)SC1=Nc1ccc(OCC)cc1	-1.7	9	-10	-23	-3.1	-2
5	O=C(Nc1ccccc1)/C(=C/c1cccc(Br)c1)NC(=O)c1ccco1	-2.5	12	-4	14	-1.8	-6
6	COCCn1c(-c2ccc(OC)cc2)nc2oc3cc(OC)ccc3c(=O)c2c1=O	-3.1	16	8	23	1.5	-2
7	O=C(Cc1c[nH]c2ccccc12)NCC(=O)Nc1ccc(F)c(F)c1F	2.6	-11	-23	10	-0.9	1
8	Cc1cc(C)cc(OCC(=O)NC2=NCCS2)c1	-3.2	19	-22	-16	2.5	-4
9	CCN(CC)c1ccc(NC(=O)CCc2nnc3ccc(N4CCCCC4)nn23)c(C)c1	-2.4	12	-2	15	-3.7	10
10	CCCCc1c(C)nc(N2CCCC2)[nH]c1=O	-2.5	12	-10	-8	1.9	-5
11	O=C(CSc1nnc(-c2ccco2)o1)NCCc1ccccc1	1.2	-5	3	6	-2.1	14
12	S=c1[nH]nc(-c2cccnc2)n1Cc1ccccc1	-0.3	2	·	-8	-1.4	3

entry	PKA-R2B act	Mot1-301 SUMO	PKA-R1A act	phage Ecoli inh	AddAB inh
1	-4	-29	-3	2.0	-1.7
2	-17	2	6	2.7	1.5
3	-1	6	7	3.4	-0.7
4	-2	10	-3	1.7	-0.4
5	-12	5	-5	4.1	5.5
6	-7	-8	-7	0.2	1.6
7	4	-2	2	0.1	1.5
8	7	7	-2	1.9	0.2
9	-4	·	-12	2.1	3.9
10	6	-2	4	1.9	1.6
11	-5	6	6	0.7	-0.9
12	-6	365	0	4.5	1.8

# Continued:
entry	Structure	OPRM1-OPRD1 ag	OPRM1-OPRD1 inv	PfHsp90 set2	HTR5A inv ag	Ecoli viability	Tat export inh
13	N#CCSc1nnc(Nc2ccccc2)s1	-2.4	13	6	-8	1.3	1
14	Cc1onc(-c2ccccc2)c1C(=O)N/N=C/c1ccc([N+](=O)[O-])c(O)c1	-1.3	5	-54	-52	0.4	-2
15	COc1ccc(C)cc1NC(=O)CN1CCCN(S(=O)(=O)c2ccc(Br)cc2)CC1	-0.8	4	26	-14	-0.8	-2
16	COc1cccc(S(=O)(=O)Nc2ccc(C(=O)Nc3ccncc3)cc2)c1	-0.2	1	7	-8	1.5	12
17	COc1ccc(CNC(=O)C2CCCN2S(=O)(=O)c2ccccc2)cc1 (stereo not drawn)	1.7	-11	24	-4	-0.7	7
18	Cc1cc(C)cc(C(=O)Nc2ccc(NC(=O)Cc3ccccc3)cc2)c1	8.4	-42	-9	9	0.2	-9
19	CCOC(=O)c1c(C(=O)OCC)c(C)n(N2C(=O)CSC2=S)c1C	-1.4	8	-8	-2	2.7	-9
20	O=C(Nc1cccc(C(F)(F)F)c1)c1cccc(NS(=O)(=O)c2ccc(Br)c(C(=O)O)c2)c1	-1.3	6	4	29	0.9	-4
21	O=C(Nc1cccc(C2=NCCN2)c1)Nc1cccc(C2=NCCN2)c1	-1.9	10	-5	5	1.4	-6
22	Cc1nn(CC(C)C)c(=S)[nH]c1=O	-2.8	13	·	0	2.5	12
23	O=C(CNC(=O)Cc1ccccc1)NCC(=O)OCc1ccccc1	0.1	0	-1	-27	-1.0	-7
24	CCOC(=O)c1c(NC(=O)CN2C(=O)NC3(CCCCC3C)C2=O)sc(C(=O)N(C)C)c1C (stereo not drawn)	-0.6	4	0	-11	-0.9	-3

entry	PKA-R2B act	Mot1-301 SUMO	PKA-R1A act	phage Ecoli inh	AddAB inh
13	3	2	-2	2.9	1.3
14	0	-20	-5	5.1	0.1
15	4	-15	0	0.5	3.7
16	-4	-1	4	3.6	1.5
17	-4	17	-14	3.0	-0.3
18	-18	-7	-4	5.0	-1.4
19	0	3	5	2.0	2.7
20	9	15	-2	-0.1	0.3
21	-3	-12	-1	0.7	1.6
22	-2	105	-2	0.8	3.6
23	4	0	-6	5.7	2.1
24	-8	282	-3	0.9	0.8

# Remaining list, next part.
entry	Structure	OPRM1-OPRD1 ag	OPRM1-OPRD1 inv	PfHsp90 set2	HTR5A inv ag	Ecoli viability	Tat export inh
25	COc1ccccc1Oc1ncnc2c1cnn2-c1ccccc1	2.1	-11	-25	-1	-0.9	-8
26	CC(C)c1nnc(NC(=O)Cc2cccs2)s1	0.1	-1	15	-6	0.4	5
27	CCOC(=O)C1(Cc2ccccc2)CCN(Cc2cnn(-c3ccccc3)c2)CC1	4.2	-24	0	-1	-0.7	0
28	CC(=O)Nc1ccc(C(=O)NN2C(=O)c3ccccc3C2=O)cc1	-2.2	11	-26	11	1.1	-3
29	Cn1c(=O)n(C)c2cc(NC(=O)c3cccc([N+](=O)[O-])c3)c(Br)cc21	-0.4	2	·	-15	-0.7	-6
30	COCCn1c(=O)[nH]c2cc(C(=O)NCCN3CCN(c4cccc(Cl)c4)CC3)ccc2c1=O	0.7	-4	·	-14	-2.0	-3
31	CCn1c2ccccc2c2cc(NC(=O)COC(=O)c3ccccc3O)ccc21	1.2	-6	-22	21	-0.1	4
32	Brc1cccc(C2Nc3cccc4cccc(c34)N2)c1	-0.7	4	19	9	1.3	-1
33	CCCCCCOc1ccc(C(=O)NCCCn2ccnc2)cc1	-2.1	11	14	10	0.5	4
34	O=C(Nc1ccc(O)c(C(=O)O)c1)c1cccc(NC(=O)c2ccco2)c1	-1.0	5	18	-11	0.2	7
35	CCOc1ccc(-n2c(-c3ccccc3)c[nH]c2=S)cc1	-2.3	12	-26	17	0.1	-1
36	Cc1cccc(C)c1OCc1n[nH]c(=S)n1N	-1.4	8	11	18	0.2	-1

entry	PKA-R2B act	Mot1-301 SUMO	PKA-R1A act	phage Ecoli inh	AddAB inh
25	-7	73	-11	0.1	2.4
26	4	-17	6	1.4	-0.7
27	1	-8	-2	1.2	1.0
28	-10	-5	-10	2.3	2.4
29	-5	-4	-3	-2.1	-3.2
30	-3	26	5	2.8	0.7
31	1	0	-2	1.7	0.8
32	7	-7	5	2.1	1.3
33	-6	-2	-3	4.5	-0.3
34	-2	14	-4	7.6	2.5
35	-7	5	0	0.6	0.2
36	-13	·	-13	4.0	0.3

# The results go on.
entry	Structure	OPRM1-OPRD1 ag	OPRM1-OPRD1 inv	PfHsp90 set2	HTR5A inv ag	Ecoli viability	Tat export inh
37	O=C(CCNC(=O)c1ccc([N+](=O)[O-])cc1)N/N=C/c1ccc(F)cc1	1.2	-6	-18	0	-1.2	-5
38	Cc1ccc(C(=O)NC(=S)NNC(=O)COc2ccc([N+](=O)[O-])cc2)cc1	-2.3	15	-15	0	-3.0	-1
39	CCc1ccc(NCc2cc3c(C)nn(-c4ccccc4)c3[nH]c2=O)cc1	-1.0	6	33	18	-2.5	6
40	COc1ccc(CNS(=O)(=O)c2c(C(=O)N3CCCCC3)c(C)n(C)c2C)cc1	-3.3	17	16	-4	0.2	-1
41	CCN1CCN(CC(=O)N2N=C(c3cccs3)CC2c2ccc(F)cc2)C(=O)C1=O (stereo not drawn)	-3.2	16	-6	38	-0.3	1
42	COc1ccccc1NC(=O)COC(=O)c1cc(C)oc1C	-1.5	8	·	-2	-0.6	2
43	CCOC(=O)C1=C(c2ccccc2)OC(N)=C(C#N)C1C1CCCCC1 (stereo not drawn)	6.1	-30	-18	5	1.8	4
44	CCC(NC(=O)c1cc(COc2cncc(Cl)c2)on1)c1ccc(C)cc1 (stereo not drawn)	1.9	-11	13	3	0.0	11
45	CN(C)c1cccc(C(=O)OCC(=O)N(Cc2ccccc2)C2CCS(=O)(=O)C2)c1 (stereo not drawn)	1.7	-9	·	-4	0.2	-3
46	CCCN(CC(=O)Nc1ccc(C)cc1Br)CC(=O)Nc1ccc(F)c(F)c1F	7.7	-41	-29	29	0.5	15
47	O=C(Oc1ccc2c(c1)O/C(=C\c1ccncc1)C2=O)c1cccs1	·	·	2	·	0.2	-4

entry	PKA-R2B act	Mot1-301 SUMO	PKA-R1A act	phage Ecoli inh	AddAB inh
37	7	-3	8	0.8	1.1
38	2	-1	6	-4.7	0.9
39	6	91	-2	-0.2	4.5
40	7	-28	-10	2.1	1.5
41	-8	-11	-12	0.4	0.6
42	-4	19	-10	2.6	0.6
43	0	-17	-8	4.2	0.8
44	1	121	0	0.4	0.9
45	-4	-11	2	-4.9	-2.0
46	-7	3	-5	2.5	1.2
47	·	-26	·	0.3	-0.8

# From no. 37 as far as 43, as listed above:
entry	Structure	OPRM1-OPRD1 ag	OPRM1-OPRD1 inv	PfHsp90 set2	HTR5A inv ag	Ecoli viability	Tat export inh
37	O=C(CCNC(=O)c1ccc([N+](=O)[O-])cc1)N/N=C/c1ccc(F)cc1	1.2	-6	-18	0	-1.2	-5
38	Cc1ccc(C(=O)NC(=S)NNC(=O)COc2ccc([N+](=O)[O-])cc2)cc1	-2.3	15	-15	0	-3.0	-1
39	CCc1ccc(NCc2cc3c(C)nn(-c4ccccc4)c3[nH]c2=O)cc1	-1.0	6	33	18	-2.5	6
40	COc1ccc(CNS(=O)(=O)c2c(C(=O)N3CCCCC3)c(C)n(C)c2C)cc1	-3.3	17	16	-4	0.2	-1
41	CCN1CCN(CC(=O)N2N=C(c3cccs3)CC2c2ccc(F)cc2)C(=O)C1=O (stereo not drawn)	-3.2	16	-6	38	-0.3	1
42	COc1ccccc1NC(=O)COC(=O)c1cc(C)oc1C	-1.5	8	·	-2	-0.6	2
43	CCOC(=O)C1=C(c2ccccc2)OC(N)=C(C#N)C1C1CCCCC1 (stereo not drawn)	6.1	-30	-18	5	1.8	4

entry	PKA-R2B act	Mot1-301 SUMO	PKA-R1A act	phage Ecoli inh	AddAB inh
37	7	-3	8	0.8	1.1
38	2	-1	6	-4.7	0.9
39	6	91	-2	-0.2	4.5
40	7	-28	-10	2.1	1.5
41	-8	-11	-12	0.4	0.6
42	-4	19	-10	2.6	0.6
43	0	-17	-8	4.2	0.8

# Compounds as they come; about 2.2% have a hit in one of these screens.
